Spn PMK inh – blocks S. pneumoniae phosphomevalonate kinase | purified PMK, PK/LDH-coupled NADH absorbance 340 nm | inhibition, % at 10 µM | actives 0.49% (n = 65,000);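 active = top-ranked compounds by inhibition in the single 10 µM screen, taking a fixed number of the strongest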;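 note: 0% = full reaction with DMSO carrier and 100% = background rate without enzyme reaction; no value below 0 was filed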
HPDE-C7 cytotoxicity – cytotoxicity in HPDE-C7 cells, cell-based, fluorescence, HTS (AID 430). cytotoxicity, % at 10 µM, or EC50 in µM where a hit was titrated. HPDE-C7 pancreatic duct cells viability, fluorescence; higher % means a stronger effect. actives 1.8% (n = 63,000);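 note: cells exposed to compound for 48 hours before viability readout; 0% = vehicle and 100% = reference cytotoxic drug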
HPDE-C7K KRASV12 – cytotoxicity in KRAS-transformed pancreatic duct cells, primary screen, cell-based, fluorescence, HTS (AID 431). one-dose cytotoxicity, % at 10 µM; EC50 in µM for titrated hits. actives 1.7% (n = 63,000). HPDE-C7K KRASV12 cells, Alamar Blue viability, 48 h; higher % means a stronger effect;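 active = compounds whose percent cytotoxicity in the single-dose primary screen, scaled between solvent and toxic-drug controls, exceeds 50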;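 note: 0% = DMSO solvent wells and 100% = doxorubicin-treated wells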
Bfl-1 displacement – displacement of Bid BH3 peptide from Bfl-1 – biochemical, fluorescence polarization, FITC-Bid, mouse, primary screen (AID 432); FITC-Bid BH3 peptide fluorescence polarization displacement; higher % means a stronger effect; one-dose displacement, % at 20 µM; IC50 in µM for titrated hits; actives 0.02% (n = 64,000); in the data active = a potency from the dose series; inactive = the rest, 99 in 100 with displacement below about 15%; note: strong numbers were not always called active
Alkaline phosphatase – inhibition of tissue-nonspecific alkaline phosphatase – biochemical, luminescent (AID 518); purified TNAP enzyme, luminescent substrate readout; higher % means a stronger effect; inhibition, % at 20 µM, or IC50 in µM where a hit was titrated; actives 0.09% (n = 64,000); in the data active = a potency from the dose series; inactive = the rest, 99 in 100 with inhibition below about 22%;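 note: plate controls were vehicle for no effect and reference inhibitor for full effect; many of its hits are not listed in these tables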
LYP inhibition – inhibition of human PTPN22 tyrosine phosphatase – biochemical, DiFMUP fluorescence, recombinant catalytic domain, 10 µM, primary screen (AID 606). 52,000 tested, under 10 active. inhibition, % at 10 µM; hits with a dose series show IC50 in µM. recombinant LYP catalytic domain, DiFMUP fluorescence; higher % means a stronger effect;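 active = IC50 under 40 µM in the dose-response test; inactive = IC50 of 40 µM or more, or never dose-tested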
HT1080 viability – HT1080 cell viability loss – fluorescence readout (AID 620); HT1080 viability, fluorescence; higher % means a stronger effect; one-dose cytotoxicity, % at 10 µM; EC50 in µM for titrated hits; actives 0.42% (n = 87,000);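 note: cells exposed to compound overnight then 4 h with Alamar Blue; 0% = vehicle DMSO and 100% = killing control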
Spn MK inh – blocks S. pneumoniae mevalonate kinase; purified MK, PK/LDH-coupled NADH absorbance 340 nm; inhibition, % at 10 µM; actives 0.48% (n = 65,000); AID 555;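 active = ranked among the strongest by inhibition in the single 10 µM screen, a fixed top-ranked set picked for dose follow-up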; note: no value below 0 was filed
DPM-DC inhibit – inhibitors of Streptococcus pneumoniae diphosphomevalonate decarboxylase; purified DPM-DC, PK/LDH coupled NADH fluorescence; calls only at 10 µM; actives 0.49% (n = 65,000); AID 556;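 active = the 320 compounds with the highest percent inhibition in the single-dose primary screen, excluding strongly autofluorescent ones, cut at about 32% in these data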;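 note: kinetic rate of NADH fluorescence loss reporting ADP formed by the decarboxylase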
Spn PMK inh pilot replicates – second read-out of Spn PMK inh, no call of its own (marks repeat the call); inhibition, %; measured here: pilot screen replicates
Spn MK inh pilot replicates – further read-out of Spn MK inh, marked with its call; inhibition, %; measured here: pilot screen replicates
DPM-DC inhibit pilot screen % – second read-out of DPM-DC inhibit, no call of its own (marks repeat the call); inhibition, %; measured here: pilot screen trials
The depositor's hits bear a star; i = inactive; . = no result given. Cut-off read from the data, not from the text of the source, unless noted: active = cytotoxicity above about 50%; inactive = the rest.

SMILES | Spn PMK inh | HPDE-C7 cytotoxicity | HPDE-C7K KRASV12 | Bfl-1 displacement | Alkaline phosphatase | LYP inhibition | HT1080 viability | Spn MK inh | DPM-DC inhibit | others
O=C(Nc1nccs1)c1ccc(Cl)s1 | 0 | 6% | -3% | -4% | 15% | -2% | 8% | 2 | i
CN(CCNC(=O)CCNC(=O)Cn1ccc2ccccc2c1=O)Cc1ccccc1 | 5 | -13% | 1% | -6% | 6% | . | 2% | 0 | i
CC(C)c1nc2n[nH]c(N)c2c2c1CCCC2 | 0 | 9% | 12% | -3% | 4% | -11% | 31% | 13 | i
CCCc1cc(C(=O)Nc2cccnc2)no1 | 0 | 8% | 8% | 1% | 7% | 3% | 6% | 7 | i
CC(=O)NCCc1ccc(S(=O)(=O)N2CCOCC2)cc1 | 3 | -11% | -21% | -6% | 9% | . | 9% | 0 | i
CCCCOCCCNC(=O)Cc1cccs1 | 17 | -17% | -12% | -1% | 6% | 1% | 8% | 1 | i
COc1ccc(OC)c(C2/C(=C(\O)c3ccc(OC)c(Cl)c3)C(=O)C(=O)N2CCN(C)C)c1 (stereo not given) | 3 | -9% | -1% | -2% | 10% | -4% | 20% | 7 | i
N#CC(C(N)=O)=C1CCC2(CC1)OCCCCO2 | 8 | 11% | 0% | -6% | 5% | 20% | 14% | 8 | i
CCc1ccc(CCC(=O)Nc2nnc(C)s2)o1 | 0 | -1% | -1% | -5% | 1% | 12% | 2% | 12 | i
CCOc1cc(-c2nc(-c3ccc(C)nc3OCC)no2)cc(OCC)c1OCC | 9 | 5% | 7% | 0% | 12% | 1% | -10% | 7 | i | Spn PMK inh pilot replicates=0.0;Spn MK inh pilot replicates=0.0;DPM-DC inhibit pilot screen %=0.0
O=c1[nH]c2ccc(S(=O)(=O)NCc3ccccn3)cc2s1 | 0 | 0% | -2% | -4% | 0% | 2% | -4% | 10 | i
Cc1cc(NC(=O)c2cccc(S(=O)(=O)N3CCCC3)c2)no1 | 2 | -17% | -14% | 0% | 9% | 16% | -6% | 9 | i
COc1ccc(C(=O)NCCn2cc(SCC(=O)N3CCOCC3)c3ccccc32)cc1 | 7 | -19% | -17% | -2% | 3% | 3% | 4% | 0 | i
CC(=O)c1cc(Cl)ccc1OC(=O)c1ccco1 | 0 | -5% | -11% | -7% | 6% | 7% | -9% | 9 | i | Spn PMK inh pilot replicates=1.0;Spn MK inh pilot replicates=0.0;DPM-DC inhibit pilot screen %=0.0
COc1ccccc1NC(=O)C1=C(C)Nc2nc(CCCO)nn2C1c1ccc2c(c1)OCO2 (stereo not given) | 0 | -12% | -9% | -2% | 4% | 3% | 3% | 6 | i
CC(=O)Nc1nnc(C)s1 | 0 | -6% | 0% | -1% | 6% | -1% | -2% | 5 | i
Nc1c2c(nc3ccccc13)CCC2 | 5 | -10% | -2% | 5% | 5% | . | 3% | 2 | i
CCOC(=O)c1nnsc1NC(C)=O | 7 | 3% | 2% | 4% | 6% | -10% | 18% | 0 | i
Cc1sc2ncn(CC(=O)NCCCC(=O)N3CCN(c4ccccn4)CC3)c(=O)c2c1C | 11 | -28% | -24% | -3% | 2% | -10% | 0% | 15 | i
CC(=O)Nc1cccc(-c2nnc3n2CC(C)S3)c1 (stereo not given) | 0 | -7% | -14% | 7% | 1% | -10% | 4% | 4 | i
OC(c1cccc(OCc2ccccc2)c1)c1nnc(-c2ccccc2)o1 (stereo not given) | 15 | -18% | -2% | -7% | 12% | 5% | -4% | 0 | i
CCn1cc(C(=O)N2CCCC2)c(=O)c2cc(S(=O)(=O)N3CCOCC3)ccc21 | 13 | -4% | 5% | -8% | 9% | -2% | -9% | 6 | i | Spn PMK inh pilot replicates=1.5;Spn MK inh pilot replicates=1.0;DPM-DC inhibit pilot screen %=0.5
Cc1cc(C)cc(N(CC(=O)N2CCN(Cc3ccccc3)CC2)S(=O)(=O)c2c(C)noc2C)c1 | 0 | 4% | 2% | -1% | 2% | -3% | -1% | 0 | i
CCCCC(=O)Nc1ccc(Br)cc1C(=O)O | 6 | -6% | -1% | 2% | 6% | -8% | 6% | 4 | i

Four entries drawn at random from the list so far, as already listed:
SMILES | Spn PMK inh | HPDE-C7 cytotoxicity | HPDE-C7K KRASV12 | Bfl-1 displacement | Alkaline phosphatase | LYP inhibition | HT1080 viability | Spn MK inh | DPM-DC inhibit | others
CC(C)c1nc2n[nH]c(N)c2c2c1CCCC2 | 0 | 9% | 12% | -3% | 4% | -11% | 31% | 13 | i
CCc1ccc(CCC(=O)Nc2nnc(C)s2)o1 | 0 | -1% | -1% | -5% | 1% | 12% | 2% | 12 | i
CCOc1cc(-c2nc(-c3ccc(C)nc3OCC)no2)cc(OCC)c1OCC | 9 | 5% | 7% | 0% | 12% | 1% | -10% | 7 | i | Spn PMK inh pilot replicates=0.0;Spn MK inh pilot replicates=0.0;DPM-DC inhibit pilot screen %=0.0
CC(=O)c1cc(Cl)ccc1OC(=O)c1ccco1 | 0 | -5% | -11% | -7% | 6% | 7% | -9% | 9 | i | Spn PMK inh pilot replicates=1.0;Spn MK inh pilot replicates=0.0;DPM-DC inhibit pilot screen %=0.0

Continuation.
SMILES | Spn PMK inh | HPDE-C7 cytotoxicity | HPDE-C7K KRASV12 | Bfl-1 displacement | Alkaline phosphatase | LYP inhibition | HT1080 viability | Spn MK inh | DPM-DC inhibit | others
COc1ccc(OC)c(C(c2nnnn2Cc2ccccc2)N2CCC(C(N)=O)CC2)c1 (stereo not given) | 18 | 10% | 15% | -2% | 17% | 3% | -8% | 0 | i
CCOC(=O)C1=C(C)NC(=O)NC1c1cccc(O)c1 (stereo not given) | 1 | -14% | -16% | -6% | 2% | 9% | -4% | 10 | i
COc1cccc(NC(=O)c2ccc(CN3CCOCC3)cc2)c1 | 1 | -14% | -11% | -6% | 3% | 9% | -8% | 0 | i
CCc1ccccc1N(C(=O)CCC(=O)Nc1cc(C)on1)C(C(=O)NC1CCCC1)c1ccco1 (stereo not given) | 9 | -9% | -6% | -2% | 6% | 1% | 7% | 4 | i
CCOC(=O)COc1cccc2c(=O)n(CC(=O)N3CCc4ccccc43)ccc12 | 19 | -8% | -3% | -4% | 9% | 6% | -4% | 6 | i
CCN1CCN(S(=O)(=O)c2ccc(S(=O)(=O)N(CC)Cc3ccccc3)cc2)CC1 | 0 | -22% | -13% | -1% | 2% | 12% | -7% | 6 | i | Spn PMK inh pilot replicates=5.5;Spn MK inh pilot replicates=2.0;DPM-DC inhibit pilot screen %=2.5
Cc1nc(COC(=O)c2c(C)nn(-c3ccccc3)c2C)cs1 | 11 | -27% | -35% | 1% | -1% | . | 1% | 7 | i
Cc1cccc(NC(=O)c2cc(NC(=O)c3ccco3)ccc2Cl)n1 | 7 | 10% | 17% | -2% | 8% | 6% | 10% | 5 | i | Spn PMK inh pilot replicates=5.0;Spn MK inh pilot replicates=1.5;DPM-DC inhibit pilot screen %=1.0
Cc1nnc(NC(=O)CSc2nnc(Cc3ccccc3)n2-c2ccccc2)s1 | 3 | -2% | 7% | -15% | 9% | . | 10% | 16 | i
COc1ccc(S(=O)(=O)Nc2ccc3c(c2)COC3=O)cc1OC | 10 | 14% | 3% | -2% | 12% | 6% | 23% | 0 | i
O=C(CN1C(=O)c2ccccc2S1(=O)=O)NC1CC2CCC1C2 (stereo not given) | 3 | -14% | -13% | -5% | 5% | 13% | -3% | 1 | i
CCc1nc(NCc2ccccn2)c2oc3ccccc3c2n1 | 17 | -5% | -4% | -3% | 8% | . | 7% | 15 | i
COc1ccc2nc(Nc3nc(C)c(CCC(C)C)c(=O)[nH]3)nc(C)c2c1 | 8 | 6% | 13% | 1% | -4% | -1% | -5% | 4 | i
N#Cc1nc(COc2ccccc2)oc1NCCN1CCOCC1 | 17 | 2% | -18% | -2% | 3% | . | -9% | 5 | i | Spn PMK inh pilot replicates=2.0;Spn MK inh pilot replicates=1.0;DPM-DC inhibit pilot screen %=1.5
CCOCCCNC(=O)CS(=O)(=O)Cc1nc(-c2cccc(OC)c2)oc1C | 0 | -7% | -11% | -1% | 8% | 9% | 0% | 5 | i | Spn PMK inh pilot replicates=3.0;Spn MK inh pilot replicates=2.0;DPM-DC inhibit pilot screen %=1.5
CCCCc1ccc(-c2ccc(C)cc2O)nc1 | 13 | -29% | -28% | 7% | -10% | 2% | -2% | 0 | i
COc1ccc2c(c1)[nH]c1c(=O)n(CCN3CCCC3)cnc12 | 9 | -19% | 1% | -6% | 6% | 7% | 1% | 8 | i
Cc1ccc(S(=O)(=O)NC(=O)Nc2c(C)n(C)n(-c3ccccc3)c2=O)cc1 | 6 | -5% | -5% | -3% | 10% | 0% | 0% | 0 | i
CC1(C)NC(=O)N(CCCOc2ccc3c(c2)CCC3)C1=O | 3 | -7% | -2% | -4% | 5% | 18% | 7% | 6 | i
CCOC(=O)C1=C(C)NC(=O)C(C(N)=O)C1c1ccccc1 (stereo not given) | 4 | 6% | 9% | -6% | 7% | . | 6% | 9 | i
Cc1ccc(NC(=O)N2CCC(C(N)=O)CC2)cc1 | 12 | -5% | -12% | 0% | 6% | 7% | 11% | 4 | i
COc1ccc(-c2nn3c(-c4ccc(F)cc4)nnc3s2)cc1 | 0 | 3% | 5% | 0% | 7% | 12% | -10% | 8 | i
Cn1c(=O)c2c(nc(Oc3ccc(-c4ccccc4)cc3)n2C)n(C)c1=O | 3 | 0% | 2% | -12% | 5% | 6% | 8% | 5 | i
CC(NC(=O)c1ccco1)C(=O)Nc1nc(-c2ccccn2)cs1 (stereo not given) | 19 | 2% | 2% | 6% | 2% | 13% | 0% | 0 | i
COc1nc(OC)nc(N2CCC(C(=O)NCc3cccs3)CC2)n1 | 6 | 2% | 9% | -1% | 14% | 10% | 34% | 2 | i | Spn PMK inh pilot replicates=2.5;Spn MK inh pilot replicates=0.0;DPM-DC inhibit pilot screen %=4.5
CC(C)OC(=O)CSc1nnc(-c2ccc(Cl)cc2Cl)o1 | 9 | -15% | -16% | 3% | 14% | 14% | 1% | 5 | i
CC(=O)c1sc(Nc2nc3ccc(F)cc3s2)nc1C | 13 | 59%* | 41% | 4% | -3% | 6% | 14% | 7 | i
CCCCNC(=O)CCC(=O)Nc1ncc(-c2ccc(C)cc2)n1C | 13 | -5% | 2% | 4% | 7% | 12% | -4% | 8 | i
COC(=O)c1cn[nH]c1N | 6 | -2% | -2% | -2% | 8% | -15% | 35% | 0 | i
COC(=O)c1ccc(NC(=O)c2cccc(OC)c2)cc1 | 5 | 13% | 9% | -3% | 11% | . | 8% | 6 | i
COc1ccc(OCC(=O)N2CCN(C(=O)c3ccccc3)CC2)cc1 | 2 | . | . | -3% | 12% | -2% | 1% | 7 | i
Cc1ccc(NS(=O)(=O)c2cccc(C(=O)Nc3cc(C)on3)c2)cc1 | 2 | -5% | 12% | -7% | 6% | . | . | 8 | i
O=C(NCC1CCCO1)c1nn2c(c1Cl)NC(c1ccc(F)cc1)CC2C(F)(F)F (stereo not given) | 6 | -4% | -1% | -9% | 6% | 10% | 5% | . | i
Cc1cc(C)c2ccc(N)nc2c1O | 14 | 111%* | 121%* | 3% | 1% | 6% | 20% | 0 | i | Spn PMK inh pilot replicates=2.0;Spn MK inh pilot replicates=0.0;DPM-DC inhibit pilot screen %=0.5
